Compound activity as filed in PubChem BioAssay.
OX1R antag-1: human HCRTR1 antagonism; CHO/OX1R cells, Fluo-8 calcium fluorescence, orexin A; inhibition, % at 5 µM; actives 0.43% (n = 330,000); AID 434989;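 active = inhibition above its plate's threshold, mean inhibition of all tested compounds on the plate plus 3 SD, cut at about 37% in these data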;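 note: 0% = orexin A challenge wells and 100% = SB-334867-A antagonist wells; not every result past the cut was called active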
Target sequence (O43613 whole entry, looked up): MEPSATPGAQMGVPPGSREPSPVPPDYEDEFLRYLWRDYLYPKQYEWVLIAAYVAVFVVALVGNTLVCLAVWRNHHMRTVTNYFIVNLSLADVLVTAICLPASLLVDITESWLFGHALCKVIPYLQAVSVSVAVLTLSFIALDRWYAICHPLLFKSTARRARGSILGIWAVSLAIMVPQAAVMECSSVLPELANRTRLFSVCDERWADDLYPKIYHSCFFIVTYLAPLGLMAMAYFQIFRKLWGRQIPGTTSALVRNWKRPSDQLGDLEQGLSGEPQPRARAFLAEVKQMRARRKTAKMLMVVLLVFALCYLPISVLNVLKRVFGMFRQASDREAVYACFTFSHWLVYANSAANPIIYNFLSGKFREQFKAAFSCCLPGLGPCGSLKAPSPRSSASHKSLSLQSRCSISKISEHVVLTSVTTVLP
OX1R antag-2: antagonists of human orexin 1 receptor (OX1R); O43613; OX1R-expressing cells, FRET antagonist read-out; inhibition, % at 6.6 µM; actives 1.8% (n = 330,000); AID 485270; in the data active = inhibition mostly above about 38%, no sharp cut-off; inactive = mostly below about 40%;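 note: 0% = agonist challenge alone and 100% = reference antagonist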
* = called active by the depositor. An unsorted share of the library; overall some 2.1% were active at least once.

SMILES | OX1R antag-1 | OX1R antag-2
O=C(NO)c1ccccc1C(F)(F)F | -19 | 21
CS(=O)(=O)N1CCCC(C(=O)NCc2ccc(F)cc2)C1 (centres undefined) | -5 | 2
CC1CCN(CCc2nc3cc(NC(=O)COc4ccccc4)ccc3n2C)CC1 | -16 | 6
CCC(=O)Nc1sc2c(c1C#N)CCCCC2 | -35 | 13
Cc1cccc(-c2nc3ccccc3c(=O)n2NC(=O)Cc2ccc(Cl)cc2)c1 | -36 | 5
CCOc1ccc(CCNC(=O)CN2C(=O)COc3ccc(S(=O)(=O)N4CCOCC4)cc32)cc1 | -26 | 10
Cc1ccc(C(=O)NCC(=O)NCC(=O)OCc2ccc(F)cc2)cc1 | -18 | 16
Cc1ccc(NC(=O)CNC(=O)c2ccc(C(C)(C)C)cc2)cc1S(=O)(=O)N1CCOCC1 | -7 | 8
CSc1ccc(Cl)c(C(=O)Nc2ccc(C)cn2)c1 | -22 | 14
COc1ccc(N(C(=O)CNC(=O)c2ccco2)C(C(=O)NCC2CCCO2)c2ccccc2)c(OC)c1 (centres undefined) | -12 | 17
Cc1ccccc1CSCC(Nc1ccc(C(=O)O)cc1[N+](=O)[O-])C(=O)O (centres undefined) | -4 | 22
COc1ccc(NS(=O)(=O)c2ccc(NC(=S)NC(=O)/C=C/c3ccccc3)cc2)nn1 | 5 | 23
COc1c(C)cc(Br)cc1C(=O)Nc1cccc(NC(=O)c2ccco2)c1 | 6 | 11
COc1cc(/C=N/N2C(C)CCCC2C)cc(Br)c1O (centres undefined) | -12 | 19
O=C(COc1ccccc1F)Nc1ccc2c(c1)CCC2 | -30 | 6
S=C(Nc1cccc(Cl)c1)N1CCOCC1 | 8 | 2
COc1ccc(-c2noc(CN(C)C(=O)CCN3C(=O)[C@H]4CC=CC[C@H]4C3=O)n2)cc1 | -15 | 1
CC1(C)Oc2ccc(NC(=O)C3COc4ccccc4O3)cc2O1 (centres undefined) | -12 | 8
O=C(Nc1nnc(-c2ccc(F)cc2)o1)c1cccc([N+](=O)[O-])c1 | -1 | 31
CCCOc1ccc(N2C(=O)CC(N3CCN(c4ccc([N+](=O)[O-])cc4)CC3)C2=O)cc1 (centres undefined) | -11 | 6
CC(C)(C)n1nnnc1CN(Cc1ccco1)Cc1cc2cc3c(cc2[nH]c1=O)OCO3 | -20 | 36
CCN(CC)S(=O)(=O)c1ccc2c(c1)nc(CCC(=O)OCC(=O)Nc1cc(Cl)cc(Cl)c1)n2C | -17 | 5
CCOC(=O)Nc1ccc([N+](=O)[O-])cc1OC | -23 | 24
N#CC(C#N)=C1C=CC=CN1/C(=C\c1ccco1)C(=O)c1ccc(-c2ccccc2)cc1 | 7 | 14
Cn1c(=O)c(N=O)c(N)n(Cc2ccccc2)c1=S | -15 | 38
CC(C)(C)C(=O)N1c2ccccc2CCc2ccccc21 | -14 | 11
CCN(CC)C(=O)Nc1ccc(Br)cc1 | 2 | 22
CCC(C(=O)NC1CCCC1)N(C(=O)Cn1nnc(-c2ccc(C)o2)n1)C(C)(C)C (centres undefined) | 20 | 22
CC(C)CNC(=O)N1c2ccccc2Sc2ccccc21 | -15 | 12
CCOC(=O)C1=C(O)/C(=C/c2cc(OC)c(OC)c(OC)c2)N=C1C | -26 | 24
CC(=O)Nc1nc(C)c(CCC2OCCO2)c(=O)[nH]1 | 3 | -2
COc1ccc(S(=O)(=O)N2CCOCC2)cc1C(=O)N(C)Cc1ccccc1F | -9 | 4
CCn1c(CC(=O)Nc2ccc(C)cc2)nnc1SCC(=O)NCCc1ccccc1 | -16 | 3
Cc1ccc(S(=O)(=O)N(CC(=O)Nc2cccc(N(C)S(C)(=O)=O)c2)c2ccc(Cl)c(Cl)c2)cc1 | 31 | 24
CC(=O)NC1CC2CCC(C1)N2Cc1ccc(C)cc1 (centres undefined) | -21 | 1
COc1ccccc1/C=C\C(=O)NCC(=O)N/N=C(/C)c1cccc([N+](=O)[O-])c1 | -25 | 47
O=[N+]([O-])c1cnc(Nc2ccccc2)nc1Nc1ccccc1 | -19 | 3
O=[N+]([O-])c1ccc2nc(-c3cccnc3)[nH]c2c1 | -13 | 32
C=C(C)COc1ccc(-c2[nH]ncc2Oc2ccccc2OC)c(O)c1 | 1 | 16
N=C1C(c2nc(-c3ccc(F)cc3)cs2)=C(O)CN1CCCN1CCOCC1 | -3 | 12
Cc1csc(NC(=O)Cc2c(F)cccc2Cl)n1 | -28 | 22
COc1ccc(OC)c2c1sc(=NC(=O)C1COc3ccccc3O1)n2C (centres undefined) | -10 | 15
Cc1csc(SCC(=O)Nc2sccc2C(N)=O)n1 | -4 | 13
COc1ccccc1C(=O)Nc1ccccc1C(=O)N1CCCC1 | -17 | 19
O=c1cc(-c2ccsc2)oc2ccccc12 | -28 | 12
CCOC(=O)C1(CCc2ccccc2)CCN(C(=O)CN2CCOC2=O)CC1 | -18 | 8
CCC1CSC(Nc2ccc(C(=O)/C=C/c3ccc(Oc4ccccc4)cc3)cc2)=N1 (centres undefined) | -20 | 33
COC(=O)c1ccc(CSc2nc3ccccc3c(=O)n2-c2cccc(OC)c2)o1 | -32 | 1
COc1ccc(CCNC(=O)COC(=O)Cc2ccc(OC)cc2)cc1 | -9 | 18
COc1cccc(CN2CC(C(=O)NCCn3ccc(C)n3)CCC2=O)c1 (centres undefined) | 3 | 7
CCOC(=O)c1oc2cc(O)ccc2c(=O)c1-c1ccccc1OC | -10 | 7
CCOC(=O)C1CCCN(C(=O)C2CC(=O)N(c3ccc(C)cc3)C2)C1 (centres undefined) | -32 | 2
O=P(c1ccccc1)(c1ccccc1)N(c1ccccc1)c1ccccc1 | -34 | 20
COC(=O)c1nn(-c2ccc(C)cc2)c2nnc(Cc3ccccc3)c(=O)n12 | -22 | 13
CCN(CC(=O)Nc1c(F)cccc1F)C(=O)Cc1c(C)nc2ccccc2c1C | -12 | 1
Cc1[nH]c2ccccc2c(=O)c1CN1CCCCC1 | -17 | 3
Cc1cc(Nc2ccccc2)n(CCC#N)n1 | -8 | 12
CCCC(=O)OCC(=O)NCc1ccc(Cl)cc1 | -7 | 8
COC(=O)Cc1ccc(NC(=S)N2CCN(C)CC2)cc1 | 0 | 13
C=CCn1c(SCC(=O)N2CCOCC2)nc2c([nH]c3ccccc32)c1=O | -5 | 13

Next part:
SMILES | OX1R antag-1 | OX1R antag-2
C/C(=N\NC(=O)c1ccc(O)cc1)c1ccc(N2CCOCC2)cc1 | -5 | 19
CCC1(C(=O)OC)CCc2c(cc(OC)c3ccccc23)C1=O (centres undefined) | -27 | 17
COc1ccc(C(=O)N/N=C(\C)c2ccccn2)cc1OC | -17 | 0
O=C(CCCc1ccccc1)NCCS(=O)(=O)N1CCN(c2ccc(F)cc2)CC1 | -38 | 12
Cc1cc(C)cc(-n2c(C)cc(/C=N/NC(=O)CN(c3c(C)cccc3C)S(C)(=O)=O)c2C)c1 | -23 | 16
CC1CCCN(CC(O)COc2ccc(Cl)cc2)C1 (centres undefined) | -13 | -10
C/C(=N\NC(=O)c1ccc(Cl)c(S(=O)(=O)Nc2ccccc2Cl)c1)c1ccncc1 | -31 | 40
CCc1cccc(NC(=O)c2ccc(Cn3nc(C)cc3C)o2)c1 | -15 | 3
COCCNc1cc(-c2ccccc2)nc2cc(-c3cccc(F)c3)nn12 | -12 | 22
Cc1ccc(NC(=O)c2c(-c3c(F)cccc3Cl)noc2C)cc1F | -8 | 22
Cc1nc(SCc2nc3ccc(C(=O)c4ccccc4)cc3[nH]2)c2oc3ccccc3c2n1 | 27 | 31
CC(C)(C)c1ccccc1NC(=S)NC1CCCCC1 | -19 | 24

The last 2 records of the section before open the next one.
SMILES | OX1R antag-1 | OX1R antag-2
Cc1nc(SCc2nc3ccc(C(=O)c4ccccc4)cc3[nH]2)c2oc3ccccc3c2n1 | 27 | 31
CC(C)(C)c1ccccc1NC(=S)NC1CCCCC1 | -19 | 24
Clc1ccc(CNc2nc(N3CCOCC3)nc(N3CCOCC3)n2)cc1 | -26 | 23
Cc1cccc(-n2ncc3c(N(C)Cc4ccccc4)ncnc32)c1 | -26 | 13
C=CCN1C(=O)C2(C(C(=O)c3ccc(C)o3)=C(O)C(=O)N2CCCN2CCOCC2)c2ccccc21 (centres undefined) | -23 | -5
CCOc1ccc(CN2CCNC(=O)C2CC(=O)NCc2ccccn2)cc1 (centres undefined) | -2 | 15
C[N+](C)(C)CCCNC(=O)c1ccc(/C=N/O)nc1 | -2 | 12
CCOc1ncccc1C(=O)OCc1c(F)cccc1Cl | -15 | 17
Cc1ccc(NC(=O)C2CCN(S(=O)(=O)c3ccc4[nH]c(=O)oc4c3)CC2)cc1F | -19 | 18
Cc1c(Cl)cccc1NC(=S)NN1CCOCC1 | -19 | 22
COc1ccc(C)c(Cn2c(-c3nonc3N)nc3ccccc32)c1 | -20 | -1
Cc1c(C(=O)N2CCN(c3ncccn3)CC2)oc2ccc(Cl)cc12 | -23 | 11
COc1ccc(S(=O)(=O)Nc2ccc3c(c2)C(=O)N([C@H](C)CO)C[C@H](C)[C@@H](CN(C)S(=O)(=O)c2c(C)noc2C)O3)cc1 | -13 | 1
O=C(N1CCC(n2nc(-c3ccccc3)oc2=O)CC1)C1(c2ccccc2)CC1 | -36 | 11
COc1cccc(NC(=O)CC(C)=O)c1 | -9 | 7
Cc1nn(C)c(Sc2ccccc2N)c1[N+](=O)[O-] | -1 | 11
COc1ccc(/C=N/NC(=S)NC2CCS(=O)(=O)C2)cc1OC (centres undefined) | -14 | 5
Cc1ccc(S(=O)(=O)N2[C@@H](c3ccc(Br)cc3)C(C(=O)O)=CC[C@H]2c2cccs2)cc1 | -8 | 14
COc1ccc(C)cc1Nc1cc(C)nc2ncnn12 | -4 | 3
Cc1cccc(CN2CCN(C(=O)c3cccc4ccccc34)CC2)c1 | -10 | 13
Cn1c(C(=O)NCCCN2CCOCC2)cc2c(=O)n(C)c3ccccc3c21 | -2 | 9
COc1ccc(-n2c(SCC(=O)NCc3ccco3)nc3sc4c(c3c2=O)CCN(C)C4)cc1 | -16 | 5
O=S(=O)(Nc1ccc(-c2ccc(N3CCOCC3)nn2)cc1)c1ccc(Cl)c(Cl)c1 | -6 | 35
NC(=O)C1CCN(c2ccnc3cc(Cl)ccc23)CC1 | 14 | 6
CC(C)c1ccc(CNc2ccc([N+](=O)[O-])cn2)cc1 | -8 | 10
Cc1cc2cc(CN(CCCN3CCOCC3)C(=O)NC3CCCCC3)c(=O)[nH]c2cc1C | -24 | 8
Cn1nc(C(=O)OCC(=O)Nc2cc(Cl)ccc2C#N)c2ccccc2c1=O | -24 | 13
O=C(NCCCn1ccnc1)/C(=C/c1cccnc1)NC(=O)c1ccco1 | -3 | 1
CNC(=O)CCCCCNS(=O)(=O)c1ccc(C)cc1 | 8 | 10
Cc1ccccc1S(=O)(=O)Cc1ccc(C(=O)N(C)C2CCCCC2)o1 | -35 | 8
O=C(NCC1CCCO1)/C(=C/c1ccccc1F)NC(=O)c1ccccc1 (centres undefined) | 2 | -1
O=C(NCCC1=CCCCC1)C1CCN(S(=O)(=O)c2cccc3cccnc23)CC1 | -24 | 9
O=C(NCc1ccccc1)NC1CCCCC1 | -10 | 20
COc1cccc(CN2CCNC(=O)C2CC(=O)N(C)CCC2CCOCC2)c1 (centres undefined) | -18 | -2
Cc1ccc(S(=O)(=O)NCCc2nnc(SCc3cccnc3)n2C)cc1 | -12 | 25
COc1cc(/C=N/n2cnnc2)ccc1OCCOc1ccccc1 | -2 | 25
CC(C(N)=O)N1c2cccc3cccc(c23)S1(=O)=O (centres undefined) | -4 | 18
O=C(Nc1ccc(Cl)cc1)C1CCC(=O)N1Cc1ccccc1Cl (centres undefined) | -16 | 31

Among those listed so far, nine contain an NH in an aromatic ring.
SMILES | OX1R antag-1 | OX1R antag-2
CC(C)(C)n1nnnc1CN(Cc1ccco1)Cc1cc2cc3c(cc2[nH]c1=O)OCO3 | -20 | 36
CC(=O)Nc1nc(C)c(CCC2OCCO2)c(=O)[nH]1 | 3 | -2
O=[N+]([O-])c1ccc2nc(-c3cccnc3)[nH]c2c1 | -13 | 32
C=C(C)COc1ccc(-c2[nH]ncc2Oc2ccccc2OC)c(O)c1 | 1 | 16
Cc1[nH]c2ccccc2c(=O)c1CN1CCCCC1 | -17 | 3
C=CCn1c(SCC(=O)N2CCOCC2)nc2c([nH]c3ccccc32)c1=O | -5 | 13
Cc1nc(SCc2nc3ccc(C(=O)c4ccccc4)cc3[nH]2)c2oc3ccccc3c2n1 | 27 | 31
Cc1ccc(NC(=O)C2CCN(S(=O)(=O)c3ccc4[nH]c(=O)oc4c3)CC2)cc1F | -19 | 18
Cc1cc2cc(CN(CCCN3CCOCC3)C(=O)NC3CCCCC3)c(=O)[nH]c2cc1C | -24 | 8

Continued.
SMILES | OX1R antag-1 | OX1R antag-2
COc1ccc(NC(=O)Nc2cccc3ccccc23)cc1S(N)(=O)=O | 2 | 26
COc1ccc(Cl)cc1NC(=O)COC(=O)CCNC(C)=O | 1 | 4
COc1cc2c3nc4n(c(=O)c3n(CC(=O)NCC3CCCO3)c2cc1OC)CCS4 (centres undefined) | -16 | 14
CCn1c(SCC(=O)c2ccc(Cl)s2)nnc1-c1cccs1 | -14 | 27
CCOCN(C(=O)Cn1c(CO)nc2ccccc21)c1c(C)cccc1CC | -31 | 8
CC(C)(C)c1nnc2cccc(Cl)n12 | -15 | 35
Cc1cc(OCC(=O)C(C)(C)C)c2c(C)c(C)c(=O)oc2c1 | -47 | 19
O=C(CC1CCCCC1)NCc1ccccc1 | -4 | 8
CC(C)C(C(=O)NCc1ccco1)N(C(=O)CNS(=O)(=O)c1ccccc1)c1ccccc1 (centres undefined) | -34 | 33
O=C(CN1C(=O)NC2(CCc3ccccc32)C1=O)Nc1ccccc1Cl (centres undefined) | -7 | 4
O=C(Nc1ccccc1)N(Cc1cccnc1)Cc1ccco1 | -17 | 3
O=C(C1CCN(S(=O)(=O)c2ccc(Br)cc2)CC1)N1CCOCC1 | -9 | 14
CCOC(=O)c1ccc(-n2c(C)nc3ccc(Br)cc3c2=O)cc1 | -14 | 14
Cc1ccccc1NS(=O)(=O)c1cc(S(C)(=O)=O)ccc1Cl | 0 | -3
